sdo1 growth: restores growth of sdo1-depleted yeast; S. cerevisiae sdo1-depleted JHY4D growth rescue, OD600 30 h; hits give high values; pdr5 snq2 efflux-pump mutant strain; hit rate 0.21% among 140,000; z-score at 10 µM;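 active means z-score above 3 at both the 24 hr and the 30 hr optical density reads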;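 further: z-score against mean and SD of all compound wells on the same plate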
Insulin prom inh: TRM-6 insulin promoter activity inhibition; inhibition, % at 2 µM; hit rate 0.9% among 130,000; TRM-6 cells (human fetal islet line), insulin promoter-eGFP reporter, imaging; reporter expression induced with tamoxifen; AID 1273;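 active means inhibition above the mean plus 3 SD, with well images judged a real hit on visual review, cut at about 60% in these data, passing the limit was not always enough; inconclusive means inhibition over the cutoff but images rejected on review; inactive means inhibition not above the cutoff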
sdo1 growth Rescue 24 h: also measured in sdo1 growth; calls as there; z-score; S. cerevisiae sdo1-depleted JHY4D growth rescue, OD600; measured here: growth rescue at 24 h;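 0 is the plate mean of compound wells and units are plate SD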
Active calls of the source: *; ? = inconclusive; / = not tested or not shown.

SMILES	sdo1 growth	sdo1 growth Rescue 24 h	Insulin prom inh
CC1=C(C#N)C(c2ccccc2)C2=C(N1)c1ccccc1C2=O (stereo not given)	-0.9	0.1	-121
COc1cccc(OCc2nnc(SCC(=O)N3c4ccccc4Sc4ccc(Cl)cc43)o2)c1	-0.12	0.5	33
CCn1c(COc2cccc(C)c2C)nnc1SCC(=O)Nc1cc(C)on1	/	/	-39
O=C(Nc1ccc(Cl)c(Cl)c1)OCc1cncs1	-1.1	-0.8	39
O=C(N/N=C/c1ccc([N+](=O)[O-])s1)C(O)c1ccccc1 (stereo not given)	-0.51	-0.7	-18
CCCCOc1ccccc1C1NC(=O)NC(C)=C1C(=O)OCc1ccco1 (stereo not given)	-0.07	0.12	/
CN1C(=O)C(O)(CC(=O)c2ccc3c(c2)OCO3)c2ccccc21 (stereo not given)	0.37	-0.4	33
CCc1cc(C(c2ccccc2OC)N2CCOCC2)c(NC(=O)c2ccccc2)s1 (stereo not given)	-1.4	-1.3	/
CC(Nc1nc(N2CCCCC2)nc2ccccc12)c1ccccc1 (stereo not given)	-1.1	-0.96	-71
COCCCNC(=O)c1nc2c(nnn2Cc2cc(C)ccc2C)c(=O)[nH]1	1.4	1.5	17
CCOC(=O)N1CCN(C(=O)C2CCN(Cc3ccc(OC)cc3OC)CC2)CC1	0.16	-0.95	36
CCCNS(=O)(=O)c1ccc(CCC(=O)N2CCN(c3ccc(F)cc3)CC2)cc1	0.18	0.08	-61
COc1ccc(NC(=O)c2ccccc2SC)cc1OC	0	-0.14	0
O=C(NC1CCCCCC1)C1C2C=CC3(CN(Cc4cccnc4)C(=O)C13)O2 (stereo not given)	0.34	0.16	/
COc1cc2c(cc1OC)C(c1ccccc1)N(C(=O)c1ccco1)CC2 (stereo not given)	1.8	1.1	/
CC(C)(NO)/C(=N/O)c1ccc(Br)cc1	0.94	0.86	-53
O=C(NCCCN1CCOCC1)c1cc2ccccc2oc1=O	-1.1	-1.5	-7
Cc1cc(=O)oc2cc(OCC3CC(c4ccccc4Cl)=NO3)ccc12 (stereo not given)	-0.5	0.04	-31
Clc1ccc2nc(C3CCN(Cc4nnnn4C4CCCCC4)CC3)[nH]c2c1	0.12	0.47	-14
CCN(CC)C(=O)Cn1nc(C)c2ccccc2c1=O	0.71	0.84	31
CCOC(=O)CCCCC(=O)c1[nH]c(=O)[nH]c1CSCCO	-0.15	-0.4	62
C/C(=N\NC(=O)C1CC1c1ccccc1)c1cccs1 (stereo not given)	0.18	0.18	6
Cc1ccc(S(=O)(=O)NC2=C(N3CCN(Cc4ccccc4)CC3)C(=O)c3ccccc3C2=O)cc1	-1.6	-0.77	50
CCOC(=O)C1=C(C)S/C(=C\N(C)C)C1=O	0.02	-0.54	27
CCOC(=O)c1sc(=NC(=O)COc2ccccc2)n(C)c1C	/	/	-58
COc1ccc(C)cc1NC(=O)C1CCCN1C(=O)OCc1ccccc1 (stereo not given)	-0.23	0.48	/
CCCCNC(=O)c1ccccc1NC(=O)CCSc1ccccc1	-1.5	-1.1	7
Cc1cc(=O)[nH]c(N/N=C/c2c(C)nn(-c3ccc(F)cc3)c2Cl)n1	/	/	-28
CCNc1cc(N2CCCC2)ccc1[N+](=O)[O-]	-0.44	-0.11	-11
COC(=O)c1cc(O)c(O)c(O)c1	0.37	-0.17	-38
Cn1c(N)c(C(=O)COC(=O)CC2CC3CCC2C3)c(=O)n(C)c1=O (stereo not given)	/	/	25
CC[N+](C)(C)c1cccc(O)c1	-0.09	-0.67	-36
COc1ccc(CCNC(=O)c2c(C)nc3ccccn23)cc1	/	/	-45
N#C/C(=C/c1ccc(N2CCCCCC2)o1)c1cccc(F)c1	-1.1	-1.2	-1
S=c1ccc2ccccc2[nH]1	/	/	7
CC(C)(C)c1ccc(C(=O)NCc2nnc(SCC(=O)N3CCCc4ccccc43)n2-c2ccccc2)cc1	0.31	0.66	-15
CCC1=NN(C(=O)Cc2ccc([N+](=O)[O-])cc2)C(O)(c2ccc(Br)cc2)C1 (stereo not given)	-1.1	-0.59	-27
O=C(NCCCN1CCN(c2ccc(F)cc2)CC1)Nc1ccc([N+](=O)[O-])cc1	/	/	-62
COCCn1nnnc1C(c1cc2cc(C)ccc2[nH]c1=O)N1CCCCCC1 (stereo not given)	0.23	-0.86	35
Cc1ccnc(NC(=O)c2ccoc2C)c1	0.85	1.2	32

Complete entries from above. Order of screens: sdo1 growth, sdo1 growth Rescue 24 h, Insulin prom inh
O=C(NCCCN1CCN(c2ccc(F)cc2)CC1)Nc1ccc([N+](=O)[O-])cc1 across the screens: /, /, -62
S=c1ccc2ccccc2[nH]1 across the screens: /, /, 7
CCCCNC(=O)c1ccccc1NC(=O)CCSc1ccccc1 across the screens: -1.5, -1.1, 7
COc1ccc(CCNC(=O)c2c(C)nc3ccccn23)cc1 across the screens: /, /, -45

Continuation:
SMILES	sdo1 growth	sdo1 growth Rescue 24 h	Insulin prom inh
Cc1cccc2cc(CN(C(=S)NCC(C)C)C3CCCC3)c(=O)[nH]c12	-0.98	-1.6	30
CC(C)c1onc(C(=O)NCc2ccc(Cl)cc2)c1[N+](=O)[O-]	0.91	1.5	/
CSCCC(NC(=O)c1ccccc1)C(=O)NC1CC1 (stereo not given)	1.1	0.26	62
COc1ccc(OC)c(NC(=S)N2CCc3ccccc3C2)c1	/	/	-47
COC(=O)c1cc2occc2n1Cc1nc(-c2ccccc2Cl)oc1C	0.47	2.3	-7
Cc1c(Nc2nc3ccccc3nc2NS(=O)(=O)c2ccccc2)c(=O)n(-c2ccccc2)n1C	0.62	0.63	/
N#CCSc1nc2c(c(=O)n1Cc1ccccc1)C1(CCCC1)Cc1ccccc1-2	0.23	0.49	-57
C/C(=N\O)c1ccc2c3c([nH]c2c1)CCCC3	-0.46	-0.45	/
COc1ccc(-c2cc(C(=O)OC3CCOC3=O)c3ccccc3n2)cc1 (stereo not given)	-0.2	-0.38	71
CCNC(=S)NNC(=O)CCn1cc(C)cn1	1.1	0.18	25
Cc1ccc(Cl)cc1N1CCN(Cc2cc3c(cc2O)CCC3)CC1	-1.7	-0.71	-10
COC(=O)c1ccccc1NC(=O)C1CCCO1 (stereo not given)	0.05	-0.6	-27
O=C(COC(=O)c1cccnc1Cl)c1ccc(OC(F)F)cc1	/	/	13
COc1cccc(C(=O)NCC(=O)N2CCC(C)CC2)c1	1.3	0.9	-7
O=C(NC1=NCCS1)C1CC2CCC1C2 (stereo not given)	0.82	1	/
O=C1CCCC(=O)C1C(=O)C1CCN(S(=O)(=O)c2ccccc2)CC1	/	/	-24
N#Cc1ccc(-c2ccc(Cl)cc2)nc1Oc1ccc(F)cc1	-0.17	0.09	/
CSCCC1Nc2ccc(S(=O)(=O)N3CCOCC3)cc2NC1=O (stereo not given)	/	/	-40
O=c1c(O)c(-c2ccc3c(c2)OCO3)oc2ccccc12	-0.36	1.2	-50
Cc1ccc(C(=O)CSc2nc3ccccc3c(=O)[nH]2)cc1	-1.1	-1.5	-21
O=C(O)CCCCCCNS(=O)(=O)c1ccccc1	-0.43	-0.44	-22
CCOC(=O)c1cn2nc(-c3ccc(OCC)cc3)cc2nc1C1CCN(C(=O)OC(C)(C)C)CC1	-0.34	1.4	52
Cc1ccc(N(CCCCN2C(=O)c3ccccc3C2=O)C(=O)c2ccc(Cl)s2)cc1	0.28	0.74	/
CCCCCCNS(=O)(=O)c1ccc(NC(=O)C2CCCO2)cc1 (stereo not given)	1.1	0.85	0
CCCN(CCC)CCCNC(=O)CS(=O)Cc1nc(-c2ccc(OC)c(OC)c2)oc1C (stereo not given)	-0.05	-0.69	36
CN(C)S(=O)(=O)c1cccc(-c2nnc(SCc3cc(Cl)cc4c3OCOC4)n2N)c1	0.26	0.81	0
O=C(Cn1nnc(-c2ccccc2F)n1)Nc1ccc(C(=O)N2CCOCC2)cc1	1.3	0.89	-100
COc1ccccc1NC(=S)NNC(=O)c1nn(C)c(C)c1Cl	1.1	0.8	4
Cc1ccc(-c2nn(-c3ccccc3)cc2/C=N/NC(=O)CSc2nnc(C)n2-c2ccccc2)cc1	-0.16	0.78	/
CC(=O)Nc1ccc(S(=O)(=O)Nc2nc3ccccc3nc2Sc2nncn2C)cc1	-0.04	-0.71	10
Cc1ccc(NC(=O)CN2CCc3ccccc3C2)cc1S(=O)(=O)N1CCOCC1	-0.71	-1.4	8
CCCCC(=O)NC(Nc1ccc(C)cn1)(C(=O)OCC)C(F)(F)F (stereo not given)	-1.1	-0.61	/
COc1ccc(C(c2nnnn2C2CCCCC2)N2CCN(c3ccccc3F)CC2)cc1 (stereo not given)	-1.6	-1.2	/
CC(=O)C1=C(C)NC(C)=C(C(C)=O)C1c1cn(-c2ccccc2)nc1-c1cccs1	0.36	0.32	53
Cc1nn(CCC(=O)NNC(=S)Nc2ccccc2)c(C)c1Br	0.83	0.31	6
COc1ccc(OCC(=O)Nc2cccc3cccnc23)cc1	-0.14	0	-19
Cc1ccc(Nc2nc(Nc3ccc(C)cc3)nc(SC3=NCCS3)n2)cc1	-1.7	-0.47	48
Cc1ccc(Nc2nc(CSc3nnnn3C)cs2)cc1	-0.54	0.48	?
CCN(CC)C(=O)CSc1ncnc2c1nnn2-c1ccc(F)cc1	0.2	-1.1	-55
COc1ccc(N=C2S/C(=C\c3cc(C)n(C)c3C)C(=O)N2C)cc1	-1.2	-0.23	15

Ordered by formula weight (low to high): some entries from above.
SMILES	sdo1 growth	sdo1 growth Rescue 24 h	Insulin prom inh
COc1ccccc1NC(=S)NNC(=O)c1nn(C)c(C)c1Cl	1.1	0.8	4
Cc1ccc(Nc2nc(Nc3ccc(C)cc3)nc(SC3=NCCS3)n2)cc1	-1.7	-0.47	48
CC(=O)C1=C(C)NC(C)=C(C(C)=O)C1c1cn(-c2ccccc2)nc1-c1cccs1	0.36	0.32	53
Cc1ccc(NC(=O)CN2CCc3ccccc3C2)cc1S(=O)(=O)N1CCOCC1	-0.71	-1.4	8
CN(C)S(=O)(=O)c1cccc(-c2nnc(SCc3cc(Cl)cc4c3OCOC4)n2N)c1	0.26	0.81	0
CCOC(=O)c1cn2nc(-c3ccc(OCC)cc3)cc2nc1C1CCN(C(=O)OC(C)(C)C)CC1	-0.34	1.4	52

Continuation.
SMILES	sdo1 growth	sdo1 growth Rescue 24 h	Insulin prom inh
O=C(O)C1=C(OCc2ccccc2)C(=O)NCC1	/	/	-6
C=CCSc1nnc2nc3c(nn12)c1cc(C)ccc1n3CC=C	-0.95	-0.8	/
COc1cccc(NC(=O)Cn2c(-c3cncs3)nc3ccccc32)c1	0.1	0.11	-13
CCCC(=O)OCC(=O)Nc1ccc2[nH]c(=O)[nH]c2c1	/	/	-18
CN(CC(=O)Nc1nccs1)S(=O)(=O)c1ccc(F)cc1	-0.16	-0.37	-8
COC(=O)C1=C(C)N(C)C(=O)NC1c1cc2c(cc1[N+](=O)[O-])OCO2 (stereo not given)	/	/	8
CCS(=O)(=O)Nc1ccc(C(=O)CC2(O)C(=O)Nc3ccc(Br)cc32)cc1 (stereo not given)	0.91	0.4	-30
COc1ccc(CCn2c(C)cc(C(=O)CSc3nnnn3C)c2C)cc1	-0.47	1.9	30
C/C(CC(=O)NCc1ccc(F)cc1)=N\NC(N)=S	/	/	0
COc1ccc(CC(=O)Nc2ccc(N3CCN(c4ccc(OC)cc4)CC3)c(C#N)c2)cc1	-0.5	0.39	-4
O=C(/C=N/O)Nc1ccccc1C(=O)O	0.29	-0.04	0
CC(=O)N1CCc2cc(S(=O)(=O)N3CCOCC3)ccc21	1.8	2.4	6
Cc1ccc(C2C(C#N)=C(N)SC(N)=C2C#N)cc1	1.7	1.8	-121
CC(OC(=O)C1=COCCO1)C(=O)Nc1cc(S(=O)(=O)N2CCCCC2)ccc1Cl (stereo not given)	/	/	11
CCCCC1CCC(C(=O)Nc2c(C)n(C)n(-c3ccccc3)c2=O)CC1 (stereo not given)	/	/	-121
O=C1c2ccccc2NC2CCCCC12 (stereo not given)	0.69	0.76	-45
CCCCSc1nnc([C@@H]2CCCN2C(=O)OC(C)(C)C)o1	0.2	-0.22	/
O=C(O)CCC(=O)Nc1ccc(OCC(=O)O)cc1	0.26	0.22	/
COc1ccc(CCN=C(N)NS(=O)(=O)c2ccc(C)cc2)cc1	0.12	-0.55	/
Cc1cc(C)n(CC(=O)n2c3ccccc3c3ccccc32)n1	-0.49	1.2	4
CCCCNC(=O)c1ccc(CS(=O)(=O)c2ccc(OC)cc2)o1	0.85	1.1	/
COC(=O)c1cc(=O)n(C2CC2)c(=NC2CC2)s1	0.69	0.31	36
COc1ccc(NC(=O)Nc2ccc(OC)c(OC)c2)c([N+](=O)[O-])c1	-0.98	-0.58	16
CCOc1ccc(-c2nnc3sc(-c4ccccc4OC)nn23)cc1	/	/	-52
O=S1(=O)C=C(SCc2ccccc2)Nc2ccccc21	0.17	-0.66	-5
COc1ccccc1OCCn1c(C(C)O)nc2ccccc21 (stereo not given)	-0.24	-0.62	/
Clc1ccc(CSc2nnc(-c3ccncc3)o2)cc1	8	2.8	/
COC(=O)c1ccc(NC(=O)c2cc(Cl)ccc2OC)cc1	/	/	47
O=C1/C(=C/c2cccnc2)SC(=S)N1CC1CCCO1 (stereo not given)	/	/	27
COC(=O)c1ccc(OC(=O)c2ccco2)cc1	-0.11	-0.05	/
COc1cc(C2NC(=O)NC(C)=C2C(=O)OC(C)(C)C)ccc1OCC(=O)O (stereo not given)	1.1	0.99	53
COc1ccc(-c2nnc(SCC(=O)Nc3cccc(Cl)c3)o2)cc1	-1.2	-0.78	/
CCOc1ccccc1-n1c(SCC(=O)NC(C)CC)nnc1-c1ccoc1C (stereo not given)	0.07	0.57	-27

Only part of the results is shown; count on the stated rates, not on these rows.
